Source: PubChem BioAssay (several laboratories)
KCNQ2 block – KCNQ2 potassium channel inhibitors, primary screen, cell-based, CHO-K1, FluxOR thallium flux, B-score (AID 2156) | 20 min; hits give low values | B-score at 10 µM | 1.1% of 310,000 active;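 active means fluorescence ratio B-score at most minus 3 library SDs, with starting brightness B-score within 2 library SDs, cut at about -5.5 in these data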
Kir21 inh – Kir2.1 (mouse) channel inhibition; P35561; HEK293-Kir2.1, FluxOR thallium flux fluorescence; hits give low values; B-score at 10 µM; 0.85% of 310,000 active; AID 1672;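 active means fluorescence ratio B-score at or below minus 3 SD of library scores, with starting-brightness B-score within 2 SD, cut at about -4.2 in these data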;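 further: channel flux triggered by added potassium and thallium sulfate stimulus; B-score of peak minus minimum fluorescence over baseline after thallium stimulus; more negative B-score means stronger Kir2.1 block with less thallium influx; some compounds called inactive have numbers as strong as hits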
Target sequence (P35561 whole entry, looked up): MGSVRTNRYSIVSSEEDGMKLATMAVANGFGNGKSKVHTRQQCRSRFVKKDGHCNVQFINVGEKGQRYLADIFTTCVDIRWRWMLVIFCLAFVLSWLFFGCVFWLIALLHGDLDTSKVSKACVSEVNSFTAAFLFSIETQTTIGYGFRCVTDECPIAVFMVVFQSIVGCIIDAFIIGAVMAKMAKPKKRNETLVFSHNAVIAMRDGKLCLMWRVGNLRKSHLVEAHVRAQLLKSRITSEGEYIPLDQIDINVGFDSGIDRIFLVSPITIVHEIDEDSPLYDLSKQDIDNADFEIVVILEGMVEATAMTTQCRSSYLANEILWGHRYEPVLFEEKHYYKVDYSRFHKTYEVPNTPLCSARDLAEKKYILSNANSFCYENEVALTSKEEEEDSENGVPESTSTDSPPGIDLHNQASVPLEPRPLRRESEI
STK33 kinase inh – blocks human STK33 kinase activity; purified STK33, MBP phosphorylation, ADP-Glo luminescence; AID 2661; 0.073% of 320,000 active; inhibition, % at 10 µM;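 active means inhibition at or above 25%, using the most active replicate where run in duplicate; inactive means inhibition below 25%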
Target sequence (Q9BYT3 whole entry, looked up): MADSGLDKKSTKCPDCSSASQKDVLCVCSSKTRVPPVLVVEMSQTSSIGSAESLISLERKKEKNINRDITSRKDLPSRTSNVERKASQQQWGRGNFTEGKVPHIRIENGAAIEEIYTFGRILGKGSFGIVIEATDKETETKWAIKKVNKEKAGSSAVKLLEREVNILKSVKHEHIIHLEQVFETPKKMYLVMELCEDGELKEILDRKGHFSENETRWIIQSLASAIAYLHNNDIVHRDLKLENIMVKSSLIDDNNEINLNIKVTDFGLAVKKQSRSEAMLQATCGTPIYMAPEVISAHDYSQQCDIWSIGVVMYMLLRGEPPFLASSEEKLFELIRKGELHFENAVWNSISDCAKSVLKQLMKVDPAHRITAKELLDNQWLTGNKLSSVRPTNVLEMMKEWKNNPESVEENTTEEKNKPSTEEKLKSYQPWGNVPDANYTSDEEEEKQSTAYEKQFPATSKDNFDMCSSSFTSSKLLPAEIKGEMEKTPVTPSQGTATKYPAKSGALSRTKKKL
The depositor's hits bear a star; i = inactive; x = not tested or not shown.

KCNQ2 block,Kir21 inh,STK33 kinase inh,molecule
i,0.16,0.0,O=C(NCCC1=CCCCC1)C1CCC(CNc2c(N3CCCCC3)c(=O)c2=O)CC1 (stereo not given)
i,1.5,-0.7,CCSc1nc2sc3c(c2c(=O)[nH]1)CCc1ccccc1-3
i,0.05,-0.4,CNc1oc(-c2ccc(C)cc2)nc1P(=O)(c1ccccc1)c1ccccc1
i,-0.74,0.9,Cc1ccc(S(=O)(=O)NCc2ccc3c(c2)OCO3)cc1C
i,0.23,-0.9,CCOC(=O)[C@H]1[C@H]2COc3cc(OC)ccc3[C@@H]2N2C(=O)N(c3ccc(Br)cc3)C(=O)[C@@]12C
i,1.6,-0.6,O=C(COc1ccc(Cl)cc1)OCC(=O)N1CCCCCC1
i,2.5,1.2,COc1ccc(CNC(=O)c2nnn(CC(=O)Nc3cc(C)cc(C)c3)c2N)cc1
i,-0.7,-12,CCC(C)Oc1ccc(C(=O)Nc2ccc(CN3CCOCC3)cc2)cc1 (stereo not given)
i,-0.68,-1.0,COc1ccc(C(=O)c2cc(C(C)=O)c(Nc3ccccc3)s2)cc1
i,-0.5,-2.8,CC1CCN(S(=O)(=O)c2cccc(C(=O)NC3CCCC3)c2)CC1
i,-0.88,-1.5,Cc1cc(NC(=O)CCC(=O)N(c2ccccc2)C(C(=O)NC2CCCC2)c2cccs2)no1 (stereo not given)
i,-0.85,-0.5,COc1ccc(N(CC(O)Cn2c(C)nc3ccccc32)S(=O)(=O)c2ccccc2)cc1 (stereo not given)
i,0.04,-0.6,CC(=O)Oc1ccc(-c2nc3cc(Cl)ccc3c(=O)o2)cc1
i,0.03,0.4,Cc1ccc(-c2c(C(=O)NC(C)C)oc(=O)c3ccccc23)cc1
i,0.23,0.0,Cc1nc2scc(C)n2c(=O)c1S(=O)(=O)NCC1CCN(Cc2ccc(F)cc2)CC1
i,-1.1,0.2,CNC(C)C#Cc1ccc2c(=O)c3ccccc3oc2c1 (stereo not given)
i,2.2,-0.1,O=C(O)c1ccc(C(=O)c2ccc3c(c2)C(=O)N(Cc2ccco2)C3=O)cc1
i,-0.97,3.5,O=c1oc(-c2cccc(S(=O)(=O)N3CCOCC3)c2)nc2ccccc12
i,4,-2.0,CC(=O)N1CCN(C(=O)c2ccc(S(=O)(=O)Nc3cccc(C(F)(F)F)c3)cc2)CC1
i,-1.9,1.0,COc1ccccc1C/C(N)=N/OC(=O)COc1ccc(C)cc1C
i,0.82,-0.6,COc1cccc(C2C(C(=O)Nc3cccnc3)=C(C)Nc3nnnn32)c1OC (stereo not given)
i,1.4,x,COc1ccccc1N1CCN(C2CCCN(C(=O)c3cc(C)oc3C)C2)CC1 (stereo not given)
i,2.8,-1.2,CC1=C(O)C(=O)OC1c1c(Cl)cccc1Cl (stereo not given)
i,0.2,-0.5,CC(=O)c1cccc(NC(=O)CN2C(=O)C3C4C=CC(C4)C3C2=O)c1 (stereo not given)
i,-1.2,0.9,O=C(Nc1ccc(F)cc1)c1cccc(N2C(=O)C3C4C=CC(C5CC45)C3C2=O)c1 (stereo not given)
i,0.03,-0.7,CCn1c(CNC(=O)c2ccccc2Cl)cc2ccccc21
i,-1.2,-0.9,O=S(=O)(NCCc1ccccc1F)c1cccc(S(=O)(=O)N2CCOCC2)c1
i,-1.1,-0.6,C=CCn1c(=O)n(C(=O)OCC)c2cc(Br)ccc21
i,-0.34,-1.9,N/C(Cc1ccc(Cl)cc1Cl)=N\OC(=O)c1ccccc1
i,0.74,-0.1,O=C(CCCn1c(=S)[nH]c2cc3c(cc2c1=O)OCO3)N1CCN(c2ncccn2)CC1

More structures follow:
KCNQ2 block,Kir21 inh,STK33 kinase inh,molecule
i,4.8,2.3,COc1ccccc1C(=O)NC(=O)COC(=O)C1CC1C (stereo not given)
i,-1.1,-1.0,CC[C@H](C)C1NC(=O)[C@H](CC(=O)O)NC(=O)c2cc([N+](=O)[O-])cc(I)c2NCCC(C(N)=O)NC1=O (stereo not given in full)
i,0.65,-1.4,CCc1c(C)nc(SCC(=O)NNC(=O)c2ccco2)[nH]c1=O
i,0.41,-0.9,CCOCCCNC(=O)c1cc2c(=O)n(CC)c3ccccc3c2s1
i,-0.27,0.0,Cc1ccc2nc(-c3ccc(NC(=O)C(C)Sc4nncs4)cc3)sc2c1 (stereo not given)
i,-0.05,-0.6,CC1=NN(c2ccccc2)C(=O)/C1=C/c1cn(C)c2ccccc12
i,-0.62,-0.5,Cc1ccc(Cn2nnc3c(=O)n(CC(=O)N4CCCCC4)cnc32)cc1
i,2.6,1.2,COC(=O)c1cccc(NC(=O)CC2C(=O)NCCN2C(=O)Nc2ccccc2)c1 (stereo not given)
i,0.81,-0.1,COc1ccc(C(C)NC(=O)c2ccc(Br)cc2)cc1OC (stereo not given)
i,-0.55,-0.9,CCCN1C2CCCC1CC(NC(=S)Nc1ccc(OC)cc1)C2 (stereo not given)
i,-2.4,0.8,O=C(c1ccc2nc[nH]c2c1)N1CCN(c2ncc(C(F)(F)F)cc2Cl)CC1
i,0.34,0.7,O=S(=O)(Nc1nc2ccccc2nc1Cl)c1ccc2c(c1)OCCO2
i,-1,-4.9,O=C1CC(c2ccco2)=Nc2ccccc2N1
i,-0.92,0.5,CCOC(=O)c1ccccc1NS(=O)(=O)c1ccc(OC)cc1
i,-0.74,x,CCOc1ccc(C(=O)c2cc([N+](=O)[O-])ccc2Cl)cc1
i,-1.1,-0.8,CCOc1ccc(C(=O)Nc2cccc(C(=O)O)c2C)cc1Cl
i,-0.35,-0.4,Cc1ccccc1S(=O)Cc1ccc(C(=O)NCCN2CCOCC2)o1 (stereo not given)
i,2.4,-0.2,CC(C)N1CCC(N2CCN(CCCn3cccn3)CC2CCO)CC1 (stereo not given)
i,-0.16,-1.9,NC(=O)Cn1nc(-c2ccccc2)nc1-c1ccccc1
i,-1.1,-0.3,CCC(=O)Oc1ccc2c(C)cc(=O)oc2c1C(=O)CC
i,1.1,0.6,COc1cccc(/C=C2\N=C(SC)SC2=O)c1OC
i,-1.8,-0.7,COc1cc2cccc(OC)c(=O)c2c(OC)c1OC
i,0.16,-0.8,CCOC(=O)c1ccc(CNC(=O)Cn2nnc(-c3ccccc3)n2)o1
i,-0.45,-1.0,COc1ccc(CS(=O)c2nc(C)cc(C)c2S(C)(=O)=O)cc1 (stereo not given)
i,-0.01,0.2,O=C1Nc2ccccc2C1Cc1ccccc1 (stereo not given)
i,0.5,-0.8,COc1cc(NC(=O)C2CCCO2)c(C(=O)O)cc1OC (stereo not given)
i,-0.16,0.0,CCOc1ccccc1CNCCO
i,1.4,9.6,CCOC(=O)C1CCN(CC(O)COCc2ccccc2)CC1 (stereo not given)
i,1,-1.1,O=C(Nc1cccc(C(F)(F)F)c1)C(Sc1cccc[n+]1[O-])c1ccccc1 (stereo not given)
i,0.08,-1.2,CC/C(C)=N/Nc1cccc([N+](=O)[O-])c1

(list continues)
KCNQ2 block,Kir21 inh,STK33 kinase inh,molecule
i,-0.73,-0.5,O=C(NC1CCN(Cc2ccccc2)CC1)C1CCN(c2nnc(-n3cccc3)s2)CC1
i,1.9,0.6,COCCOC1CCN(C(=O)C2CCC(=O)N(CCc3cccc(F)c3)C2)CC1 (stereo not given)
i,-0.49,-0.1,COc1cccc(C2C(C#N)=C(N)N(N(C)C)C3=C2C(=O)CCC3)c1OC (stereo not given)
i,-0.97,-0.8,CC(c1cccnc1)N(CCN(C)C)C(=O)Nc1ccc(Cl)c(Cl)c1 (stereo not given)
i,-3,-1.0,O=[N+]([O-])c1cccc(S(=O)(=O)NCC2CCCO2)c1 (stereo not given)
i,-0.93,2.9,O=C(NCc1ccc(F)cc1)C1CCCN(S(=O)(=O)c2cccc3nonc23)C1 (stereo not given)
i,0.72,0.1,Cc1cccc(CC2S/C(=N/c3cccc(C)n3)NC2=O)c1 (stereo not given)
i,-0.64,-1.5,CC(=O)c1cccc(OCc2cc(C(=O)NC(C)Cc3cccnc3)no2)c1 (stereo not given)
i,-0.48,0.5,COC(=O)c1cc2sccc2n1CC(=O)N(C)c1ccccc1
i,0.35,1.0,O=C(NCCCN1CCCC1=O)c1cn(-c2ccccc2)nc1-c1ccccc1
i,1.5,-1.2,Cc1cc(C)cc(NC(=S)NC(=O)C2CC2)c1
i,-0.43,0.4,CC(C)C(OC(=O)c1ccco1)C(=O)NCc1ccco1 (stereo not given)
i,-0.6,0.7,CCOc1ccc(S(=O)(=O)Nc2ccc(Cl)cn2)c(C)c1C
i,0.38,-0.4,CCCCCCOC(=O)NCC(O)c1ccccc1 (stereo not given)
i,0.72,-12,CCC(C)N=CC1=C(O)C(C(=O)OC)C(C)(C)CC1=O (stereo not given)
i,-0.43,-1.2,CCN1CCN(Cc2ccc(NC(=O)Nc3ccccc3)cc2)CC1
i,0.42,-0.8,CC(=O)c1cccc(NC(=O)N2CCCC2C(=O)NCCc2ccccc2)c1 (stereo not given)
i,-0.4,0.2,COCCNC(=O)c1cccc(OC2CCN(Cc3ccccc3OC(F)F)CC2)c1
i,0.29,-0.3,N#CC(=C=[N-])c1nc2ccccc2nc1-[n+]1cccc(NC(=O)c2ccc(F)cc2)c1
i,0.2,-0.2,CCOC(=O)C1=C(C)N(c2ccc(Cl)cc2)C(=O)NC1c1cccc([N+](=O)[O-])c1 (stereo not given)
i,0,0.2,COc1ccc(CCNS(=O)(=O)c2ccccc2)cc1OC
i,1.9,-2.0,CC/C(=N/NC(=O)c1ccc2c(c1)OCO2)c1ccccc1O
i,0.5,-0.6,Fc1cc(F)c(F)c(SCCc2ccncc2)c1F
i,2.8,-0.8,Cn1c(=O)c2c(ncn2CC(=O)OCc2ccccc2)n(C)c1=O
i,1.4,-1.6,O=C(c1cc(-c2ccccc2O)on1)N1CCCC1
i,1.8,-1.8,CCC(=O)N1CCN(c2cc(NCC3CCCO3)c(F)cc2[N+](=O)[O-])CC1 (stereo not given)
i,-0.17,-0.2,CC(NC(=O)Cn1nc(C(F)(F)F)c2c1CCC2)c1ccccc1 (stereo not given)
i,1.1,-1.3,Cc1onc(-c2ccccc2)c1C(=O)NCc1ccccn1
i,2,-1.1,CNC(=O)c1cccc(N2CCCC2=O)c1
i,-0.07,-0.9,CSCCC(NC(=O)c1ccccc1Cl)C(=O)NNC(=O)c1ccccc1O (stereo not given)

Following part.
KCNQ2 block,Kir21 inh,STK33 kinase inh,molecule
i,-1.8,-0.7,CCn1nnc(-c2ccccc2NC(=O)c2cc(OC)cc(OC)c2)n1
i,-0.08,-0.1,CCN(Cc1ccccc1)S(=O)(=O)CCNC(=O)c1ccc(OC)cc1
i,0.53,-0.2,O=C(CSc1nc2ccccc2c(=O)[nH]1)Nc1ccccc1N1CCOCC1
i,0.08,-0.3,Cc1ccccc1C(=O)Nc1cccc(NC(=O)c2ccc(F)cc2)c1
i,0.35,-0.1,Cc1ccc(C(=O)NCC(=O)NCC(=O)OCC(=O)c2cccs2)cc1
i,0.02,x,COC(=O)c1cc(NC(=O)C2C3C=CC(C3)C2C(=O)O)cc(C(=O)OC)c1 (stereo not given)
i,0.47,-1.1,CCCN(CCC)C1CC(=O)N(Cc2ccccc2)C1=O (stereo not given)
i,-0.51,-0.8,CCCC(=O)Nc1nc2ccc(NC(=O)c3cccnc3)cc2s1
i,-1.4,0.3,CCCC(NS(=O)(=O)c1ccc(-c2ccc(=O)[nH]n2)s1)c1cccs1 (stereo not given)
i,0.64,-1.1,Cc1ccc(-c2cc(C(=O)N3CCc4ccccc4C3)no2)cc1
i,-0.24,0.1,O=C(/C=C/Nc1ccccc1O)c1ccco1
i,1.2,0.1,O=C(NCc1cccnc1)[C@@H]1CC=C[C@@H]2CCN(Cc3ccc(Cl)c(Cl)c3)C(=O)[C@@H]21
i,2.6,-2.1,O=C(NCCSCc1ccccc1)c1ccccc1
i,2.5,-4.5,CC(=O)Nc1ccc(S(=O)(=O)Nc2ccc(Cl)cn2)cc1

A second format for 14 compounds above:
Each structure is followed by: KCNQ2 block, Kir21 inh, STK33 kinase inh
CCn1nnc(-c2ccccc2NC(=O)c2cc(OC)cc(OC)c2)n1
    i, -1.8, -0.7
CCN(Cc1ccccc1)S(=O)(=O)CCNC(=O)c1ccc(OC)cc1
    i, -0.08, -0.1
O=C(CSc1nc2ccccc2c(=O)[nH]1)Nc1ccccc1N1CCOCC1
    i, 0.53, -0.2
Cc1ccccc1C(=O)Nc1cccc(NC(=O)c2ccc(F)cc2)c1
    i, 0.08, -0.3
Cc1ccc(C(=O)NCC(=O)NCC(=O)OCC(=O)c2cccs2)cc1
    i, 0.35, -0.1
COC(=O)c1cc(NC(=O)C2C3C=CC(C3)C2C(=O)O)cc(C(=O)OC)c1 (stereo not given)
    i, 0.02, x
CCCN(CCC)C1CC(=O)N(Cc2ccccc2)C1=O (stereo not given)
    i, 0.47, -1.1
CCCC(=O)Nc1nc2ccc(NC(=O)c3cccnc3)cc2s1
    i, -0.51, -0.8
CCCC(NS(=O)(=O)c1ccc(-c2ccc(=O)[nH]n2)s1)c1cccs1 (stereo not given)
    i, -1.4, 0.3
Cc1ccc(-c2cc(C(=O)N3CCc4ccccc4C3)no2)cc1
    i, 0.64, -1.1
O=C(/C=C/Nc1ccccc1O)c1ccco1
    i, -0.24, 0.1
O=C(NCc1cccnc1)[C@@H]1CC=C[C@@H]2CCN(Cc3ccc(Cl)c(Cl)c3)C(=O)[C@@H]21
    i, 1.2, 0.1
O=C(NCCSCc1ccccc1)c1ccccc1
    i, 2.6, -2.1
CC(=O)Nc1ccc(S(=O)(=O)Nc2ccc(Cl)cn2)cc1
    i, 2.5, -4.5
